CHO parental Ca – ATP-evoked calcium signal inhibitors, parental CHO, primary screen, counter-screen for OX1R antagonist project, cell-based, fluorescence, Fluo-8 calcium dye; parental CHO-K1, ATP-induced calcium, Fluo-8 fluorescence; inhibition, % at 5.6 µM; actives 0.63% (n = 330,000); AID 463079, 2010;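 active = inhibition above that plate's mean sample inhibition plus 3 SD, cut at about 26% in these data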;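 note: 0% = ATP-challenged DMSO wells and 100% = DMSO wells without ATP; some compounds past the cut are filed as inactive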
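Test system: parental CHO cells; detection: calcium-sensitive Fluo-8 fluorescence; evaluation: percent inhibition of calcium signal; also added: ATP as calcium-mobilizing challenge; repeats: one well per compound; control set: ATP-challenged DMSO wells low, unchallenged DMSO wells high; compound: single nominal dose of 5.6 µM per compound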
TAAR1 ag – human TAAR1 agonists, primary screen, Fluo-8 calcium fluorescence, CHO RD-HGA16 cells | Trace amine-associated receptor 1 (Homo sapiens), Q96RJ0 | vehicle wells 0%, saturating PEA agonist 100% | activation, % at 3 µM | actives 0.99% (n = 360,000) | AID 624467, 2012;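 active = activation above the mean activation of all test compounds in the run plus 3 SD, cut at about 38% in these data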
Target sequence (Q96RJ0 whole entry, looked up): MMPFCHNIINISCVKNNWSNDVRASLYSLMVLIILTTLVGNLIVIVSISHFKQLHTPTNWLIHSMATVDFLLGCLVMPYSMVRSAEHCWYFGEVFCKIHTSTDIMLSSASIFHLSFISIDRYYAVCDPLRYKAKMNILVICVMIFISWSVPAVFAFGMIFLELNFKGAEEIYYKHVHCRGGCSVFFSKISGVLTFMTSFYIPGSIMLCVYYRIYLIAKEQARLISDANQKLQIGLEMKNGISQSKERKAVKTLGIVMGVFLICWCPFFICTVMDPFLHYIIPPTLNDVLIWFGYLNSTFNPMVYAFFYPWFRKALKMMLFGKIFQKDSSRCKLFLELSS
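Test system: RD-HGA16 (CHO) cells co-expressing Gα16 and hTAAR1 / Benchmarks: DMSO vehicle as 0%, PEA at EC100 as 100% / Repeats: no replicates (n 1) / Measure: % activation from peak over basal fluorescence ratio, DMSO-to-PEA scaled / Timing: 17-24 h plating, Fluo-8 75 min 37 °C, 30 min RT / Technique: kinetic Fluo-8 calcium fluorescence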
CHRM1 antagonist – human M1 muscarinic receptor antagonists, primary screen, CHO-K1 cells, Fluo-8 calcium fluorescence, 1536-well; CHO-K1 hM1, ACh EC80 antagonist; inhibition, % at 3 µM; actives 1.3% (n = 360,000); Muscarinic acetylcholine receptor M1 (Homo sapiens), P11229;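 active = percent inhibition above its own plate's cutoff, namely the mean of that plate's compound wells plus 3 SD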;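 note: peak over basal fluorescence ratio during 140 s after agonist addition; 0% = ACh EC80 plus DMSO and 100% = DMSO alone without agonist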
Target sequence (P11229 whole entry, looked up): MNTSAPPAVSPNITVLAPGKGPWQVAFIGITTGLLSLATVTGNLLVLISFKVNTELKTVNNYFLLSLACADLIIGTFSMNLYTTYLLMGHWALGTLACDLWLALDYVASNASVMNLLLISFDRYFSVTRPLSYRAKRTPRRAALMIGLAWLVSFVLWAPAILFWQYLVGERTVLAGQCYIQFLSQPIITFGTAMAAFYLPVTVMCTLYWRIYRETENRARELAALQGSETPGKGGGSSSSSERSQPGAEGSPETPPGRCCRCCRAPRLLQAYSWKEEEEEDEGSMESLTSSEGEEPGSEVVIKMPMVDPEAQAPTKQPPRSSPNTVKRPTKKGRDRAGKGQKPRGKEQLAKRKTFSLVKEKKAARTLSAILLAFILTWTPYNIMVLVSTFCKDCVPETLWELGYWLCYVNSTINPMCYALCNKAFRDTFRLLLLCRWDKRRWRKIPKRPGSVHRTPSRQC
CHO-K1 Ca antag – nonselective inhibitor or artifact in parental CHO-K1 cells; inhibition, % at 3 µM; ATP-induced calcium, Fluo-8 fluorescence; actives 0.6% (n = 360,000);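 active = inhibition above a per-plate cutoff, the plate's mean sample inhibition plus 3 SD, cut at about 24% in these data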;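 note: 0% = DMSO plus EC80 ATP and 100% = DMSO alone without ATP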
TAAR1 antagonist – human TAAR1 antagonists, primary screen, Fluo-8 calcium fluorescence, CHO RD-HGA16 cells. Trace amine-associated receptor 1 (Homo sapiens), Q96RJ0. antagonist. inhibition, % at 3 µM. actives 1.5% (n = 360,000). AID 624466, 2012;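 active = inhibition above a per-plate cutoff, the mean inhibition of test compounds on that plate plus 3 SD, cut at about 49% in these data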;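 note: 0% = DMSO plus EC80 beta-PEA response and 100% = DMSO alone without agonist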
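Material: RD-HGA16 CHO cells with stable hTAAR1 and Gα16; Dosing: single nominal final test compound concentration of 3 µM; Schedule: seeding 17-24 h prior, 75-min 37 °C, 30-min RT dye loading; Detection: kinetic Fluo-8 calcium fluorescence measurement; Measure: % inhibition from peak post-agonist over basal fluorescence ratio; Benchmarks: vehicle and agonist controls.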
CHRM1 PAM – human M1 muscarinic receptor positive allosteric modulators, primary screen, CHO-K1 cells, Fluo-8 calcium fluorescence, 1536-well. AID 588819, 2011. activation, % at 3 µM. actives 0.088% (n = 360,000). CHO-K1 hM1, ACh EC20; 0% = ACh EC20, 100% = maximal ACh. Muscarinic acetylcholine receptor M1 (Homo sapiens), P11229; in the data active = activation above about 19%, passing the limit was not always enough
CHO-K1 Ca PAM – nonselective calcium activators in parental CHO-K1 cells, primary screen, counter-screen for M1 PAM project, cell-based, Fluo-8 calcium fluorescence, full deck, 1536-well. AID 602247, 2012. activation, % at 3 µM. actives 0.02% (n = 360,000). ATP EC20; 0% at ATP EC20, 100% at ATP max;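 active = activation above the run cutoff, the mean activation of all test compounds plus 3 SD, cut at about 40% in these data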;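 note: peak over basal fluorescence ratio in a 140 s read after ATP addition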
CHO-K1 Ca ag – counter-screen for M1 agonists: effect in parental CHO-K1 cells; Fluo-8 calcium fluorescence; scaled to maximal ATP response, vehicle zero; activation, % at 3 µM; actives 0.48% (n = 360,000); AID 602248, 2012; in the data active = activation above about 15%;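 note: untransfected CHO-K1 host cells lacking M1 receptor as counterscreen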
CHRM1 agonist – human M1 muscarinic receptor agonists, primary screen, Fluo-8 calcium fluorescence, CHO-K1 cells, HTS; activation, % at 3 µM; actives 0.33% (n = 360,000); CHO-K1 hM1, agonist mode; 0% DMSO, 100% acetylcholine EC100; Muscarinic acetylcholine receptor M1 (Homo sapiens), P11229;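 active = activation above the run's mean compound activation plus 3 SD, cut at about 16% in these data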;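 note: peak over basal fluorescence ratio within a 140 s kinetic read after compound addition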
* marks the source's active call; other numbers are inactive results; · = not tested or not shown.

SMILES	CHO parental Ca	TAAR1 ag	CHRM1 antagonist	CHO-K1 Ca antag	TAAR1 antagonist	CHRM1 PAM	CHO-K1 Ca PAM	CHO-K1 Ca ag	CHRM1 agonist
CC(=O)CCC1CC(c2ccc(Cl)cc2)=NO1 (stereo unspecified)	-6	1	-9	-10	17	14	10	0.2	-5
O=C(NCc1ccccn1)c1n[nH]c2ccccc12	-11	1	18	4	7	-6	-5	0.3	0
Cc1ccc(SCC(=O)NCCc2ccc(F)cc2)cc1	-10	1	-21	0	-32	16	10	-0.1	-5
Cc1cc(C)cc(N(CCC#N)C(=O)COC(=O)Cn2[nH]c(=O)c3ccccc3c2=O)c1	-18	1	-1	1	12	-3	-3	0.3	-1
Cc1ccc(C2=CSC3=NS(=O)(=O)CCN23)cc1C	-11	1	-10	-11	10	3	2	0.1	-2
O=C(CN1C(=O)CSC1=O)Nc1ccc(N2CCOCC2)cc1	1	6	-27	0	8	1	-2	-0.3	-1
C#CCN(C[C@@H]1[C@@H](OC(=O)NC2CC2)[C@@H](OC(=O)NC2CC2)Cn2c(=O)n(CCCCCC)c(=O)n21)S(=O)(=O)c1ccc(C)cc1	·	2	-7	-13	-21	1	19	0.9	-6
COc1cc(/C=N/NC(=O)c2csc3c2CCCC3)ccc1OCCN1CCOCC1	-5	5	5	5	34	-2	-7	3.4	-3
Cc1nnsc1Sc1ccccc1	-16	1	-6	8	8	12	20	6.2	-6
O=C(OC1CCCCC1=O)c1cccc(S(=O)(=O)NCc2ccccc2)c1 (stereo unspecified)	-14	4	-12	9	15	7	-4	1.7	-1
CC(C)NC(=O)c1ccccc1NC(=O)CN(c1ccc2c(c1)OCO2)S(C)(=O)=O	-22	8	2	-13	-18	2	4	1.0	-3
Cc1onc(-c2ccccc2Cl)c1C(=O)N1CCN(c2cccc(Cl)c2)CC1	-12	2	-5	13	-22	2	3	-0.8	-3
COCCn1c(SCC(=O)N2CC(=O)Nc3ccccc32)nc2ccccc2c1=O	-16	2	-2	-16	0	6	11	1.6	-2
CN1/C(=C\C=Nc2ccc3ccccc3c2)C(C)(C)c2ccccc21	-9	·	-4	-6	·	6	3	2.0	0
Cc1ccc2c(c1)c(N=O)c(O)n2Cc1ccc(Cl)cc1	36*	2	4	-4	-22	-6	7	-0.1	-2
O=C(O)COc1ccccc1/C=N/NC(=O)CSc1nnc(SCc2cccc3ccccc23)s1	-16	-1	-10	-11	-20	4	16	0.3	-1
COc1ccc(-c2nc(C)sc2CC(=O)O)cc1OC	-13	0	-2	-18	16	10	12	0.8	-6
COc1ccccc1OCCC(=O)O	0	1	-7	-13	-11	3	10	1.1	0
Cc1csc(=Nc2ccccc2)n1C	-2	6	5	6	-1	-2	-9	0.0	-8
Cn1c(SCC(=O)Nc2ccc(N3CCOCC3)c(Cl)c2)nnc1C(O)c1ccccc1 (stereo unspecified)	-1	11	-8	-14	5	8	22	0.2	-8
O=C(c1ccc(F)c(S(=O)(=O)N2CCOCC2)c1)N1CCc2ccccc21	2	5	-16	-6	-14	2	-16	5.1	1
CN1CCN(c2cc(-c3cc(O)c4ncccc4c3)ccn2)CC1	3	14	-6	-17	-15	6	19	1.1	15
CCN(CC)CCCOc1ccc(Cl)c(Cl)c1	-6	4	8	-1	-13	-12	11	1.5	-12
CCCc1cc(=O)n2[nH]cc(-c3ccc(Cl)cc3)c2n1	·	-2	-12	-1	-5	2	2	0.0	-2
CN(C(=O)c1cc(S(=O)(=O)N2CCc3ccccc32)cn1C)C1CCCCC1	-14	3	-1	-4	-10	12	17	4.8	6

(next part)
SMILES	CHO parental Ca	TAAR1 ag	CHRM1 antagonist	CHO-K1 Ca antag	TAAR1 antagonist	CHRM1 PAM	CHO-K1 Ca PAM	CHO-K1 Ca ag	CHRM1 agonist
O=C(NCc1ccccn1)c1cccc(NS(=O)(=O)c2ccccc2F)c1	-5	-1	-4	8	-1	2	-7	0.2	-2
O=C(CCNC(=O)c1ccccc1Cl)Nc1cccc(C(F)(F)F)c1	16	2	-1	-12	-11	6	10	0.9	-6
O=[N+]([O-])c1cccc2c(Cl)ccnc12	-5	3	-11	0	-13	10	-3	0.3	0
O=C(CN1CCCCC1)N/N=C/c1cc2ccccc2nc1Cl	-18	6	-5	-7	-1	13	18	1.4	-12
O=C(Nc1nccs1)c1ccccc1[N+](=O)[O-]	0	2	3	-7	2	-4	4	0.1	1
O=C(NCc1ccccc1)NC1(C(=O)N2CCOCC2)CCCCC1	-3	9	9	14	5	-6	-4	-0.4	-2
Cc1ccc(NC(=O)Nc2cccc([N+](=O)[O-])c2)cc1F	8	7	26	17	20	-16	13	15*	1
CC(C)CN(C(=O)COC(=O)/C=C/c1ccc(Cl)c(Cl)c1)c1c(N)n(Cc2ccccc2)c(=O)[nH]c1=O	·	4	-14	-3	-18	12	17	1.3	-1
CCCOc1ccc(C2C(C#N)=C(N)Oc3nc[nH]c(=O)c32)cc1OC (stereo unspecified)	-7	6	-7	-16	-13	7	18	0.2	-5
O=C(Nc1ccc(Br)cc1F)C1CCCO1 (stereo unspecified)	-4	2	-13	-16	-12	12	11	0.2	-3
CCOc1ccc(CNC(=O)CN2C(=O)CSc3ccc(S(=O)(=O)N4CCOCC4)cc32)cc1OC	-29	2	3	-4	-14	3	16	1.3	-2
O=C(CNC(=O)c1ccco1)NCC(=O)OCc1cccc(Cl)c1	1	-1	2	-2	7	8	14	0.3	-1
O=C(CN(Cc1ccc(F)cc1)C(=O)CCC(=O)Nc1nccs1)NCC1CCCO1 (stereo unspecified)	5	2	1	-11	11	14	-21	-0.1	10
COc1ccc(-c2cc(C(=O)NNC3=NCCC3)c3c(C)nn(-c4ccccc4)c3n2)cc1	-27	1	-15	-11	1	11	23	1.0	-5
O=C(O)c1ccccc1CSc1ncccc1C(=O)O	5	5	-2	-11	-7	3	-10	1.6	-5
CCC(=O)Nc1cnc(NC(=O)c2cccc(F)c2)cc1C	2	4	17	-1	15	-9	14	0.8	-2
CN1CCN(C(=O)OCCOCCOC(=O)N2CCN(C)CC2)CC1	·	4	2	3	-2	-6	-5	0.5	-5
CCN(CC)S(=O)(=O)c1ccc(NC(=O)c2c(-c3ccccc3)noc2C)cc1	7	0	-7	8	-2	7	-5	0.5	-4
COC(=O)CN1CC(=O)N(c2ccccc2)C1=S	-1	0	-19	-14	-19	11	-8	0.2	-4
CNc1ccccc1C(C)(C)c1cc(-c2cccc(Br)c2)no1	45*	9	-2	6	14	2	11	1.7	-9
CC(C)c1ccccc1NC(=O)COC(=O)Cc1c[nH]c2ccccc12	-5	2	-2	-2	-12	4	19	2.0	-6
COc1cccc(N2C(=NC(=O)C3CCCCC3)SC3CS(=O)(=O)CC32)c1 (stereo unspecified)	-14	5	3	-1	-8	0	10	0.6	-1
CC(C)(C)C1CCC2(CC1)SCC(=O)N2c1ccccc1 (stereo unspecified)	1	2	-4	-21	-35	-1	10	0.2	-5
Cc1noc(C)c1C(=O)OCC(=O)NCCc1ccc(S(N)(=O)=O)cc1	-9	4	-10	-11	-6	6	20	1.2	-1
Cc1ccc(S(=O)(=O)NC(CC(=O)O)c2ccco2)cc1 (stereo unspecified)	-9	9	-2	-8	-2	5	28	1.1	-4

(listing goes on)
SMILES	CHO parental Ca	TAAR1 ag	CHRM1 antagonist	CHO-K1 Ca antag	TAAR1 antagonist	CHRM1 PAM	CHO-K1 Ca PAM	CHO-K1 Ca ag	CHRM1 agonist
CCN(CC(=O)NCc1cccs1)C(=O)c1ccc(S(=O)(=O)N(C)c2ccccc2)cc1	-9	4	-2	-7	16	-5	-5	2.3	-3
COCc1cc(=O)[nH]c(Cc2c(Cl)cccc2Cl)n1	-6	0	-10	4	2	10	7	0.1	-7
O=C(CSc1ncccc1C(=O)O)c1ccc2ccccc2c1	-6	9	-6	-33	-7	7	24	0.4	-4
Cc1ccc(NC(=O)Cc2ccc([N+](=O)[O-])cc2)c(Br)c1	-9	0	-11	-5	5	12	9	0.0	-2
CCOc1ccc(OCCC(=O)N(CCC2=CCCCC2)c2c(N)n(Cc3ccccc3)c(=O)[nH]c2=O)cc1	-10	1	-8	14	-17	11	4	-0.2	-2
CCOC(=O)C1=C(c2ccccc2)Nc2ncnn2C1c1ccc(OC)c(OC)c1OC (stereo unspecified)	-8	5	-8	-18	-25	3	7	-0.3	-3
O=C1[C@H]2[C@@H](c3ccc(Cl)cc3)N3C(=O)N(c4cccc(F)c4)C(=O)[C@@]3(Cc3ccccc3)[C@H]2C(=O)N1C1CCCCC1	-22	0	-5	-12	0	4	11	0.0	-4
CN(CC(=O)Nc1cccc(F)c1)C(=O)c1sc2ccccc2c1Cl	-11	7	4	-17	-14	-2	4	2.3	-3
O=C(COc1ccc(S(=O)(=O)N2CCOCC2)cc1)N1CCCCCC1	-7	5	10	16	14	-11	-13	-0.4	-2
CCC1CCC(C(=O)NC(C(=O)NCCCN2CCCCC2C)C(C)C)CC1 (stereo unspecified)	-15	5	-15	-2	-29	10	19	-0.3	-7
O=C(O)c1ccc(-n2c(/C=C/c3ccccc3)nc3ccccc3c2=O)cc1	8	5	1	-6	35	2	9	2.5	-3
CCC(=O)N1N=C(c2ccc(NS(C)(=O)=O)cc2)CC1c1ccc(C)cc1 (stereo unspecified)	-4	10	-11	6	7	6	-4	-0.1	-4
COC(=O)c1cc(Cc2ccc(N)c(C(=O)OC)c2)ccc1N	-13	7	-8	17	24	11	-9	-0.2	-2
Cc1ccccc1Cn1c(=O)n(CC2CCC(C(=O)NCCc3ccccc3)CC2)c(=O)c2ccccc21 (stereo unspecified)	-11	6	2	12	-19	5	-2	-0.3	-4
CC(C)(C)n1nc2c(c1NC(=O)c1ccccc1C(F)(F)F)CS(=O)(=O)C2	-7	2	-9	-7	-6	4	6	0.6	-3

Bioassay records as filed in PubChem.
